# High-throughput results from PubChem BioAssay.
# KCNK3 inh – human KCNK3 channel inhibition, primary screen; CHO-KCNK3 thallium flux, FluxOR fluorescence; hits give low values; actives 0.84% (n = 340,000); AID 602410; B-score at 10 µM;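 active = B-score under library mean minus 4 SD, starting fluorescence ratio at most library mean plus 5 SD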;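 note: more negative B-score means stronger inhibition of thallium flux through KCNK3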
# Target sequence (O14649 whole entry, looked up): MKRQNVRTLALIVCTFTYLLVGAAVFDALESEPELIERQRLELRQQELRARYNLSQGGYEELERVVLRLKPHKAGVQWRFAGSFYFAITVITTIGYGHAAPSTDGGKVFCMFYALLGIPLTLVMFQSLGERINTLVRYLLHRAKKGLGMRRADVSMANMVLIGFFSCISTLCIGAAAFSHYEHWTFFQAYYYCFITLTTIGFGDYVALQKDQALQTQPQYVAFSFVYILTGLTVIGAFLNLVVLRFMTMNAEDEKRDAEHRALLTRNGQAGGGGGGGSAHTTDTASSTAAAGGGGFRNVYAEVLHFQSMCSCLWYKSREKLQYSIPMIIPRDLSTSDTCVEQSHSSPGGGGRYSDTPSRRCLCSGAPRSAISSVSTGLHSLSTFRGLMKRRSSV
# GSK3 alpha inh – blocks human GSK-3 alpha kinase; P49840; ADP-Glo luminescence, 60 min; inhibition, % at 10 µM; actives 0.1% (n = 320,000);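 in the data active = inhibition above about 50%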;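 note: GST-tagged GSK-3 alpha with peptide substrate and 25 µM ATP; 0% = DMSO neutral wells and 100% = GW8510 positive control wells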
# Target sequence (P49840 whole entry, looked up): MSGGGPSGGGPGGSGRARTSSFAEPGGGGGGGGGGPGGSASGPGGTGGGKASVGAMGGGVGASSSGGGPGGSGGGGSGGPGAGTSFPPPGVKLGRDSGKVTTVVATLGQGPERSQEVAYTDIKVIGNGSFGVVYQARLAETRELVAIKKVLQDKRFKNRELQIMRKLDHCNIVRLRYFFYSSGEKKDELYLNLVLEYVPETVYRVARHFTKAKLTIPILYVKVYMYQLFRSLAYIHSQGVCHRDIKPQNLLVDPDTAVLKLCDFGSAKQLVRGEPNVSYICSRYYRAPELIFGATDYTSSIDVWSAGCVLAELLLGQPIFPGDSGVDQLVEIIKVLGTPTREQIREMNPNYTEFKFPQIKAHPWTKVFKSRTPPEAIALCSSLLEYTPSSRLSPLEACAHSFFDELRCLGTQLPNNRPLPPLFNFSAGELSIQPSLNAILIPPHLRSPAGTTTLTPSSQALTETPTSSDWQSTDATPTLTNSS
# Active calls of the source: *; i = inactive. The list is partial; the hit share may differ from the screen's.
smiles,GSK3 alpha inh,KCNK3 inh
CN(CC(=O)Nc1ccccc1Cl)C1CCS(=O)(=O)C1 (stereo not given),-1,i
COc1ccccc1NC(=O)c1cccc(S(=O)(=O)N2CCN(c3ccccc3)CC2)c1,-1,i
Brc1cc(Br)c(Oc2cc(Br)c(Br)cc2Br)cc1Br,-2,i
CSc1ccccc1NC(=O)CSc1cccc[n+]1[O-],-1,i
CC1CC(C)CN(C(=O)CN2C(=O)NC(c3ccccc3)(c3ccccc3)C2=O)C1 (stereo not given),-1,i
Cc1cccc(OCC(=O)NCC(C)(C)N2CCOCC2)c1,12,i
O=C(NC(=S)Nc1cccc(O)c1)C1CCCCC1,0,i
C/C(=N\NC(=O)c1ccc(-n2cnnn2)cc1)c1ccc(C)cc1,3,i
CC(OC(=O)c1ccc(Cl)c([N+](=O)[O-])c1)C(=O)N1CCN(Cc2ccccc2)CC1 (stereo not given),1,i
CCOc1ccc2c(c1)C(C)=CC(C)(C)N2,-5,i
CCCCn1nc(C(=O)Nc2cc(C(F)(F)F)ccc2N2CCOCC2)ccc1=O,7,i
O=C(COC(=O)c1ccc[nH]c1=O)Nc1ccc(N2CCCCC2)cc1,-1,i
CC(NC(=O)CN(C)CC(=O)Nc1ccc(Cl)cc1)c1ccc(F)cc1 (stereo not given),-4,i
COc1ccccc1N1CC(C(=O)NCCN2C(=O)S/C(=C\c3cccnc3)C2=O)CC1=O (stereo not given),1,i
COc1cc(/C=C/C(=O)OCC(=O)Nc2cc(S(=O)(=O)N3CCCC3)ccc2Cl)cc(OC)c1OC,-2,i

# In a second layout: results already given
# Fields: GSK3 alpha inh, KCNK3 inh
- Cc1cccc(OCC(=O)NCC(C)(C)N2CCOCC2)c1
→ 12, i
- O=C(NC(=S)Nc1cccc(O)c1)C1CCCCC1
→ 0, i
- C/C(=N\NC(=O)c1ccc(-n2cnnn2)cc1)c1ccc(C)cc1
→ 3, i
- CC(OC(=O)c1ccc(Cl)c([N+](=O)[O-])c1)C(=O)N1CCN(Cc2ccccc2)CC1 (stereo not given)
→ 1, i
- CCOc1ccc2c(c1)C(C)=CC(C)(C)N2
→ -5, i
- CCCCn1nc(C(=O)Nc2cc(C(F)(F)F)ccc2N2CCOCC2)ccc1=O
→ 7, i
- O=C(COC(=O)c1ccc[nH]c1=O)Nc1ccc(N2CCCCC2)cc1
→ -1, i

# (further entries)
smiles,GSK3 alpha inh,KCNK3 inh
O=C(CN1C(=O)COc2ccc(Cl)cc21)Nc1nccs1,-3,i
COC(=O)[C@]1(Cc2ccccc2)N[C@H](CN(C)S(=O)(=O)c2ccc(F)cc2)[C@@H]2C(=O)N(C)C(=O)[C@@H]21,-2,i
Cc1noc(C)c1S(=O)(=O)N1CCCN(C(=O)/C=C/c2ccccc2F)CC1,-1,i
O=C(c1cc2c(s1)CCCC2)N1CCN(CCO)CC1,3,i
O=C(COc1ccc2ccc(=O)oc2c1)Nc1ccc(N2CCCCC2)cc1,-2,i
O=C(COC(=O)c1ccc(S(=O)(=O)N2CCCC2)cc1)Nc1cccc(F)c1,-1,i
CCCN(C(=O)c1ccc(S(=O)(=O)N2CCCC2)cc1)C1CCS(=O)(=O)C1 (stereo not given),-5,i
CCN(CC(=O)Nc1cccc(S(=O)(=O)N(C)c2ccccc2)c1)Cc1ccccc1,24,i
Cc1cccc(N2CC(C(=O)Nc3ccc(N4CCOCC4)cc3)CC2=O)c1C (stereo not given),-3,i
COc1cccc(/C=N/NC(=O)CN(C)S(=O)(=O)c2ccccc2)c1OC,-3,i
Cc1noc(C)c1COc1ccc(C(=O)N2CC(C)CC(C)C2)cc1 (stereo not given),0,i
O=C(COC(=O)CNC(=O)c1ccco1)Nc1ncc(Cl)cc1Cl,2,i
Cc1c(NC(=O)COC(=O)Cn2cc(C(F)(F)F)ccc2=O)cccc1[N+](=O)[O-],0,i
CC(Oc1ccccc1)C(=O)N1CCN(c2ncccn2)CC1 (stereo not given),-4,i
COc1ccc(S(=O)(=O)N2CCN(C(=O)CCOc3ccccc3)CC2)cc1OC,1,i
CCCn1c(N)c(C(=O)CSc2nc3ncc(Cl)cc3[nH]2)c(=O)n(C)c1=O,-1,i
Cc1cc(C)cc(N)c1,-3,i
O=C(CSC(=S)N1CCCC1)N/N=C/c1c(O)[nH]c(=S)[nH]c1=O,-8,i
CC(=O)C(Cc1ccccc1)NC(=O)COC(=O)c1cccc(C)c1[N+](=O)[O-] (stereo not given),-1,i
Cc1ccc(C)c(NC(=O)CN(C)C(=O)C2=NNC(=O)CC2)c1,-1,i
CCCN(CC(=O)Nc1ccccc1C)C(=O)c1cc(C)oc1C,-1,i
COc1ccc2oc(C(=O)NC(C)c3ccccn3)c(C)c2c1 (stereo not given),-1,i
CSc1ccc(Cl)c(C(=O)Nc2cc(S(=O)(=O)N3CCOCC3)ccc2N2CCOCC2)c1,-4,i
O=C(OCC(=O)N1CCCCC1)c1cc(S(=O)(=O)N2CCOCC2)c(Cl)cc1Cl,-3,i
CCc1ccc(OCc2nnc(-c3ccccc3Br)o2)cc1,-1,-9.3*
CC(C)N(Cc1nc2ccccc2c(=O)[nH]1)C(=O)c1ccc(NC(=O)CSc2nnnn2C)cc1,-2,i
Nc1ncnc2c1ncn2[C@@H]1O[C@H](CNCc2ccccc2)[C@@H](O)[C@H]1O,-1,i
CCOc1ccc(S(=O)(=O)N2CCN(C(=O)c3cc4ccccc4o3)CC2)cc1,-8,i
COc1ccccc1NS(=O)(=O)c1cccc(C(=O)NCC(c2ccco2)N2CCCC2)c1 (stereo not given),0,i
CCOC(=O)C1CCCN(S(=O)(=O)NC[C@H]2O[C@@H](n3cnc4c(N)ncnc43)[C@H](O)[C@@H]2O)C1 (stereo not given in full),0,i
CC(C)OCc1ccc(C(=O)N2CCN(CC(=O)N3CCCC3)CC2)cc1,1,i
O=C(Cn1cc(C(F)(F)F)ccc1=O)N1CCc2ccccc21,1,i
CC(=O)NCc1ccc(C(=O)COC(=O)COc2ccc(Cl)c(C)c2)s1,-1,i
CC1CCCCC12NC(=O)N(CC(=O)N(C)Cc1nc3ccccc3c(=O)[nH]1)C2=O (stereo not given),2,i
COc1ccc(S(=O)(=O)N2CCCCC2)cc1NC(=O)c1ccc(CS(C)(=O)=O)cc1,-5,i
COc1ccccc1CCC(=O)Nc1ccc(OC)c(S(=O)(=O)N2CCCCC2)c1,0,i
CCC(=O)c1ccc(OCC(=O)OCC(=O)N2CCc3ccccc3C2)cc1,-3,i
CC(C(=O)Nc1ccc2c(c1)OCO2)n1cnc2c1c(=O)n(C)c(=O)n2C (stereo not given),1,i
Cc1cccc(NC(=O)CNC(=O)COc2cccnc2[N+](=O)[O-])c1C,-1,i
Cc1ccc(C(=O)Nc2ccc(N3CCOCC3)cc2)cc1S(=O)(=O)N1CCCCC1,-2,i
Cc1ccc([C@@H]2CC=C(C(=O)O)[C@H](c3ccc(F)cc3)N2S(=O)(=O)c2ccccc2C)cc1,-6,i
CC(NC(=O)C1CCN(S(=O)(=O)c2cccs2)CC1)c1cccc(Cl)c1 (stereo not given),-3,i
CCOc1ccc(Br)cc1S(=O)(=O)NC1CCCC1,-1,i
O=C(CNC(=O)c1n[nH]c2ccccc12)Nc1ccc(F)c(F)c1F,0,i
CNS(=O)(=O)c1ccc(C(=O)NCC(=O)NC(C)c2cccs2)cc1 (stereo not given),5,i
COc1ccc(NS(=O)(=O)c2cccc(C(=O)NCCc3ccc(S(N)(=O)=O)cc3)c2)cc1,-1,i
CN(C)c1ccc(S(=O)(=O)N2CCCCC2)cc1NC(=O)CCNC(=O)c1ccc(Cl)cc1,-4,i
NS(=O)(=O)c1ccc(CNC(=O)c2ccc(NS(=O)(=O)c3cccs3)cc2)cc1,-2,i
COC(=O)[C@]1(Cc2ccccc2)N[C@H](CN(C)C(=O)COc2ccccc2)[C@@H]2C(=O)N(Cc3ccccc3)C(=O)[C@@H]21,0,i
CN(Cc1cccc(F)c1)C(=O)CN1C(=O)NC2(CCc3ccccc32)C1=O (stereo not given),0,i
CC(C)(CNC(=O)c1ccc(S(=O)(=O)Nc2cccc(C(F)(F)F)c2)cc1)N1CCOCC1,7,i
COc1ccc(NC(=O)N(C)C[C@H]2Oc3ccc(NC(=O)C4CC4)cc3C(=O)N([C@H](C)CO)C[C@@H]2C)cc1,-2,i
COc1cccc(NC(=O)COC(=O)c2c(NC(C)=O)sc(C)c2C)c1,-7,i
COc1ccc(S(=O)(=O)NCCc2ccccn2)cc1,1,i
O=C(/C=C/c1ccccc1Cl)OCC(=O)N1CCCC1,1,i
Cc1nc2ccc(NS(=O)(=O)c3ccccc3F)cc2s1,-3,i
CCOc1ccccc1C(=O)NCC(=O)NNC(=O)c1cccs1,-2,i
Clc1ccccc1Nc1nc2ccccc2o1,-1,i
Cc1cccc(-c2nn(-c3ccccc3)cc2C(=O)N2CCN(C3CCS(=O)(=O)C3)CC2)c1 (stereo not given),-3,i
O=C(c1ccco1)N1CCN(Cc2cc(=O)oc3cc(O)ccc23)CC1,7,i

# More entries follow:
smiles,GSK3 alpha inh,KCNK3 inh
COc1cccc(NC(=O)CN(C)C(C)C(=O)NC(=O)NC2CCCCC2)c1 (stereo not given),-4,i
NS(=O)(=O)c1ccc(NC(=O)CSc2nnc3n2CCCCC3)cc1,0,i
CCn1c(C)cc(C(=O)COC(=O)c2ccccc2[N+](=O)[O-])c1C,5,i
Cc1cccc(N2CCN(C(=O)CSc3nnnn3C3CC3)CC2)c1C,-4,i
COc1ccc(NC(=O)CN2C(=O)NC(C)(c3ccc4c(c3)OCCO4)C2=O)cc1S(N)(=O)=O (stereo not given),-2,i
Cc1noc(C)c1COc1ccccc1C(=O)NC(C)c1ccc(Cl)cc1 (stereo not given),11,i
Cn1c(N)c(C(=O)COC(=O)Cc2ccc(Cl)c(Cl)c2)c(=O)n(C)c1=O,-1,i
COCCN(C(=O)c1ccc(C#N)cc1)c1c(N)n(Cc2ccccc2)c(=O)[nH]c1=O,-3,i
COc1cccc(NC(=O)COC(=O)c2cc(=O)c3ccccc3o2)c1,6,i
C=C[C@]1(C)C[C@H]1[C@H](NP(=O)(c1ccccc1)c1ccccc1)c1ccccc1,-13,i
CC1CCCCC1NC(=O)COC(=O)c1ccc2ncsc2c1 (stereo not given),3,i
CC(=O)c1ccccc1-c1csc2ncnc(Sc3nnnn3C)c12,-1,i
COCCn1c(SCC(=O)Nc2ccc3c(c2)OCCO3)nnc1-c1ccncc1,0,i
O=C(COC(=O)c1ccccc1NCCO)NCC1CCCCC1,-4,i
O=C(OCC(=O)c1ccc(Br)s1)c1ccc(O)cc1,-1,i

# For reference, some entries already given:
smiles,GSK3 alpha inh,KCNK3 inh
COCCn1c(SCC(=O)Nc2ccc3c(c2)OCCO3)nnc1-c1ccncc1,0,i
O=C(COC(=O)c1ccccc1NCCO)NCC1CCCCC1,-4,i
O=C(OCC(=O)c1ccc(Br)s1)c1ccc(O)cc1,-1,i

# The list goes on:
smiles,GSK3 alpha inh,KCNK3 inh
CCN(C(=O)COc1ccc(F)cc1Br)c1c(N)n(Cc2ccccc2)c(=O)[nH]c1=O,-5,i
Cc1ccc(C(=O)CSc2nnc3n2CCCCC3)s1,0,i
O=C(COC(=O)c1ccc(F)cc1Cl)NC(=O)NC1CCCC1,-9,i
CC(O)CC(C)O (stereo not given),-4,i
CSc1ncccc1C(=O)Nc1ccc(S(=O)(=O)N2CCCC2)cc1,2,i
CCN(C[C@H]1N[C@@](Cc2ccccc2)(C(=O)OC)[C@H]2C(=O)N(C)C(=O)[C@@H]12)S(=O)(=O)c1ccc(OC)cc1,-1,i
COc1ccc(NS(=O)(=O)c2cccc(C(=O)N3CCN(C(=O)c4ccco4)CC3)c2)cc1,2,i
Cc1cnc(C(=O)OCC(=O)Nc2ccc(C)c(S(=O)(=O)N3CCOCC3)c2)cn1,0,i
O=C(OCC(=O)N(C1CCCCC1)C1CCCCC1)c1ccc(Cl)nc1,-1,i
Cc1ccc(C(=O)NC(=S)N2CCCCCC2)cc1,-1,i
CC1(C)C(=O)Nc2ccccc2N1C(=O)COC(=O)CSc1ccc(F)cc1,-4,i
CCN(c1ccccc1)S(=O)(=O)c1ccc(C(=O)N2CCOCC2)cc1,-2,i
NC(=O)C1CCN(C(=O)c2ccc(-c3ccccc3Cl)o2)CC1,6,i
CC(=O)c1nccs1,-5,i
CN(C(=O)C1CCCN1S(=O)(=O)c1ccc(Cl)cc1)c1ccccc1 (stereo not given),-1,i
CC1CCCC(NC(=O)COC(=O)[C@@H](NC(=O)c2ccc(F)cc2)C(C)C)C1C (stereo not given in full),0,i
COc1ccc(Cl)cc1NC(=O)CN(C)CC(=O)N(CC(C)C)c1c(N)n(CC(C)C)c(=O)[nH]c1=O,5,i
Cc1cc(OCC(=O)OCC(=O)c2c(N)n(C)c(=O)n(C)c2=O)ccc1Cl,-1,i
CC(C)[C@H](CN1CCC[C@H]1CN1C(N)=NC[C@H]1C(C)C)N1C[C@@H](Cc2ccccc2)N(CCCC2CCCC2)C1=N,14,i
Cc1ccc(C(=O)Nc2nc(-c3ccccn3)cs2)cc1S(=O)(=O)N1CCOCC1,-1,i
Cc1ccc(NC(=O)Cc2nc(-c3c[nH]c(C(=O)N4CCCC4)c3)cs2)c(C)c1,0,i
CN(CC(=O)Nc1ccc(F)c(F)c1F)C(=O)CCN1C(=O)C2CCCCC2C1=O (stereo not given),3,i
